Bioassay records (PubChem BioAssay)
NR3A LBD binder = binders of NR3A ligand-binding domain, primary screen, biophysical, differential scanning fluorimetry, uHTS | Glutamate receptor ionotropic, NMDA 3A (GRIN3A) ligand-binding domain | NR3A LBD differential scanning fluorimetry, Tm shift; 0% = protein alone, 100% = glycine-bound protein | Tm shift relative to glycine control, % at 25 µM | hit rate 2.5% among 340,000;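 active = melting temperature shift of at least 10% of the positive control shift, at one fixed dose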
MPTP block = mitochondrial permeability transition pore inhibitors, primary screen, biochemical, isolated mouse mitochondria, absorbance; Ca2+ swelling absorbance, 30 min; inhibition, % at 10 µM; hit rate 1.4% among 360,000; AID 602449, 2012;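 active = inhibition of 50% or more, scaled per plate between neutral and stimulator controls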;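 note: 0% = DMSO wells given calcium and 100% = 1 mM EGTA wells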
Active calls of the source: *. This is a subset; count on the stated rates, not on these rows.

Screens in order: NR3A LBD binder, MPTP block
1	CC12CCCCC1=CC(=O)CC2 (stereo unspecified)
    1.8, -1.1
2	O=Cc1cc(OCc2ccccc2)ccc1[B-](F)(F)F
    -3.1, -0.5
3	Cc1cc(=O)c(C(=O)O)c(C)n1-c1ccccc1
    0.4, -1.4
4	COC(=O)C(CCC(C(=O)OC)N1C(=O)c2ccccc2C1=O)N1C(=O)c2ccccc2C1=O (stereo unspecified)
    4.2, 0.6
5	CCC1CCCCN1S(=O)(=O)c1ccc(NC(=O)C2CC(=O)N(C(C)(C)C)C2)cc1 (stereo unspecified)
    1.4, -2.1
6	Cc1ccc(C(=O)Nc2ncc([N+](=O)[O-])s2)cc1
    -1.4, 49.5
7	CC1(C)C(=O)CCC2(C)C1=CCC1C2C(=O)CC2(C)C1CCC2(O)C(=O)CO (stereo unspecified)
    -0.2, -0.3
8	COc1cccc(CC(=S)N2CCOCC2)c1
    -6.0, 1.1
9	COc1ccc(-c2ccc3c(c2)C2CC3CCN2CCC#N)cc1 (stereo unspecified)
    0.9, 0.5
10	O=[N+]([O-])/C(C=Nc1ccccc1O)=C\Nc1ccccc1O
    0.3, 83.1*
11	O=C(O)c1csc(N/N=C/c2ccc(Br)cc2)n1
    -2.7, -2.9
12	C=CCSC1=Nc2cc(OC)c(OC)cc2C2=NC(=O)CN12
    -0.7, -1.1
13	CCOC(=O)N1C/C(=C\c2ccccc2)C(=O)/C(=C/c2ccccc2)C1
    3.2, -1.3
14	O=C(Cc1ccccc1)NC1CCN(C(=O)c2ccc([N+](=O)[O-])cc2)CC1
    0.1, -0.8
15	Cn1c(=O)c2ncn(CC(=O)NCCOc3ccc(C(C)(C)C)cc3)c2n(C)c1=O
    -1.9, -1.6
16	CSc1ncnc2c1ncn2CC(=O)C1CCC2C3CCC4=CC(=O)CCC4(C)C3CCC12C (stereo unspecified)
    -11.2, 2.0
17	O=C(CSc1ccsc1[N+](=O)[O-])Nc1cc(F)ccc1F
    9.1, 2.6
18	CCOc1ccc(NC(=O)c2cccc(S(=O)(=O)Nc3c(C)n(C)n(-c4ccccc4)c3=O)c2)cc1
    -1.4, -1.5
19	Cc1ccc(NCCCn2cnc(C(=O)Nc3ccc(C)c(C)c3)n2)cc1C
    -17.5, -0.7
20	CC1CC=C(O)C12OCC(C)(C)CO2 (stereo unspecified)
    0.5, 0.0
21	CN(C(=O)c1cccc(NC(=O)Cc2ccc(NC(=O)C3CCN(C(=O)C4CCCCC4)CC3)cc2)c1)C1CC1
    0.3, -1.0
22	O=S(=O)(Nc1ccc(-c2ccccc2)cc1)c1ccccc1
    3.4, 4.0
23	O=C(CN1C(=O)S/C(=C\c2cccs2)C1=O)Nc1ccc(O)c(C(=O)O)c1
    2.6, -1.0
24	COC(=O)c1ccc(N=NNc2cccc(Br)c2)cc1
    -5.1, 5.5
25	Cc1ccc(S(=O)(=O)N2CCN(C(=O)CN3C(=O)NC(C)(c4ccc5ccccc5c4)C3=O)CC2)cc1 (stereo unspecified)
    1.4, -0.9
26	CN1CCN(c2ccc(C(CC(N)=O)NC(=O)c3ccccc3)cc2[N+](=O)[O-])CC1 (stereo unspecified)
    -0.6, 0.7
27	N#Cc1ccc(-c2cccnc2)nc1SCc1ccc(Cl)c(Cl)c1
    9.0, 0.7
28	O=C(O)C1(Nc2ccccc2)CCCC1
    0.2, -0.3
29	CC1CN(Cc2ccccc2)C(=S)N(c2ccccc2)C1=O (stereo unspecified)
    -1.2, 0.0
30	COc1cccc(NC(=O)Cc2nnc(SCC(=O)c3ccccc3)n2C)c1
    1.7, 0.0
31	COc1ccc(N(C)S(=O)(=O)c2cccc3cccnc23)c(OC)c1
    0.3, -1.0
32	Cc1cc(NS(=O)(=O)c2ccc(NC(NC(=O)C(C(F)(F)F)C(F)(F)F)(C(F)(F)F)C(F)(F)F)cc2)no1
    -0.3, 7.4
33	CCOC(=O)c1ccc(N2C(=O)CC(N3CCN(C/C=C/c4ccccc4)CC3)C2=O)cc1 (stereo unspecified)
    -0.5, 1.9
34	O=C(C1=NN(c2ccccc2)C2C(=O)N(c3ccccc3Cl)C(=O)C12)c1ccccc1 (stereo unspecified)
    -8.5, 0.3
35	O=C(O)c1ccccc1Nc1ccc([N+](=O)[O-])cc1
    -2.7, -8.1
36	COc1nnc(-c2ccc(N3CCCCC3)c(NC(=O)COc3ccccc3)c2)c2ccccc12
    0.8, 0.8
37	NN=C1C(=O)c2cccc3cccc1c23
    -7.3, -1.3
38	O=C(c1ccc(S(=O)(=O)NCC2CCCO2)cc1)N1CCN(c2cccc(Cl)c2)CC1 (stereo unspecified)
    -0.2, -2.2
39	COC(=O)c1ccccc1CC1Cc2cc3c(cc2C1=O)CCC3 (stereo unspecified)
    -0.3, -0.4
40	O=C(O)/C=C/C(=O)Nc1cccc2c1-c1ccccc1C2=O
    -1.0, -0.9
41	COc1cccc(NC(=S)N/N=C2/CCCCc3ccccc32)c1
    -3.5, 3.1
42	O=C(C1CCCCC1)N1CCC(c2nc3c(nnn3Cc3ccccc3Cl)c(=O)[nH]2)CC1
    -3.6, 0.6
43	Cc1cc(C(=O)N/N=C/c2cc([N+](=O)[O-])cc(C)c2O)n[nH]1
    -7.1, 0.2
44	O=C1C(Nc2ccccc2)=C/C(=N/S(=O)(=O)c2cccs2)c2ccccc21
    -25.5, 10.1
45	COc1ccc2c(c1)CCCC2=O
    0.5, -0.5
46	CCOC(=O)Nc1ccc2c(c1)C(=NO)c1ccccc1-2
    4.2, 0.3
47	COC(=O)C1C=CC(OC2OC(COC(C)=O)C(OC(C)=O)C(OC(C)=O)C2OC(C)=O)n2c(=O)n(-c3ccccc3)c(=O)n21 (stereo unspecified)
    -0.3, -0.2
48	CCOc1ccc2oc(C(=O)OCC(=O)N(CC(C)C)c3c(N)n(Cc4ccccc4)c(=O)[nH]c3=O)c(C)c2c1
    0.1, 0.9
49	CCN(CC)S(=O)(=O)c1ccc(N2CCOCC2)c(NC(=O)c2nn(C)c(=O)c3ccccc23)c1
    -1.1, 0.0
50	Cc1cc(C)c2c(=N)c3ccccc3n(CCCCCCCCn3c4ccccc4c(=N)c4c(C)cc(C)nc43)c2n1
    -5.8, 9.4
51	COc1ccc(C(=O)N(CCCO)Cc2cc3c(C)ccc(C)c3[nH]c2=O)cc1OC
    -0.5, -2.0
52	COc1ccccc1-n1c(CNc2c(C)cccc2C)nnc1SCC(=O)N1CCOCC1
    -2.4, -0.6
53	CN1C[C@@H]2[C@@H]3C(=O)N(C)C(=O)[C@@H]3[C@](C)(C1=O)N2C(=O)c1ccccc1
    -3.5, -2.8
54	COc1cc(C2c3cc4c(cc3OC(Nc3ccc(C(=O)O)cc3)C2C)OCO4)cc(OC)c1OC (stereo unspecified)
    -1.7, 1.1
55	CCC(=Cc1ccccc1O)c1ccncc1
    -0.8, 1.5
56	CC(=O)c1ccc(OCC(=O)Nc2cccc(C(=O)Nc3c(C)n(C)n(-c4ccccc4)c3=O)c2)cc1
    0.2, -2.1
57	COc1cc(/C=N/Nc2cc(C)nc(NS(=O)(=O)c3ccc(C)cc3)n2)ccc1O
    -17.6, -0.2
58	CCOc1ccc(N2C(=O)CC(Sc3nnnn3-c3ccccc3)C2=O)cc1 (stereo unspecified)
    -13.7, 0.8
59	CC(C)NC1(C(N)=O)CCNCC1
    -0.5, -2.3
60	Cc1cccc(C)c1-c1ccc(CN2C(CC(C)C)C(=O)N(Cc3cn(CC4CCCCC4)nn3)CCS2(=O)=O)cc1 (stereo unspecified)
    -1.5, 0.4

In a second layout: entries from further up
#41 COc1cccc(NC(=S)N/N=C2/CCCCc3ccccc32)c1
  NR3A LBD binder: -3.5
  MPTP block: 3.1

#42 O=C(C1CCCCC1)N1CCC(c2nc3c(nnn3Cc3ccccc3Cl)c(=O)[nH]2)CC1
  NR3A LBD binder: -3.6
  MPTP block: 0.6

#43 Cc1cc(C(=O)N/N=C/c2cc([N+](=O)[O-])cc(C)c2O)n[nH]1
  NR3A LBD binder: -7.1
  MPTP block: 0.2

#44 O=C1C(Nc2ccccc2)=C/C(=N/S(=O)(=O)c2cccs2)c2ccccc21
  NR3A LBD binder: -25.5
  MPTP block: 10.1

More records
Screens in order: NR3A LBD binder, MPTP block
61	COc1cc(/C=C2\SC(=O)N(c3ccc(Cl)cc3)C2=O)cc([N+](=O)[O-])c1O
    13.8*, 1.5
62	O=S(=O)(c1ccccc1)C1CC1(c1ccccc1)c1ccccc1 (stereo unspecified)
    -1.6, -1.2
63	O=[N+]([O-])c1ccc(S(=O)(=O)NN=CCCc2ccccc2)cc1
    -2.3, -0.4
64	Oc1ccccc1C=NN=Cc1ccccc1Cl
    12.6*, 0.0
65	O=c1nc(/C=C/c2ccc(O)c(O)c2)oc2ccccc12
    6.3, 3.0
66	CC(C)=CC(=O)Nc1nc2ccc([N+](=O)[O-])cc2s1
    -2.5, 6.5
67	O=C(O)C1=C(C(=O)O)C2C=CC1C2
    9.8, 1.9
68	Cc1ccc(N2C(=O)c3ccccc3C2(O)c2ccccc2)cc1 (stereo unspecified)
    -0.5, 0.7
69	O=C1NC[C@H](Cc2ccccc2)N(C[C@H]2CCCN2C[C@H](Cc2ccccc2)N2C[C@H](Cc3ccccc3)N(CC3CCCCC3)C(=O)C2=O)C1=O
    -4.1, -0.9
70	C(=C/c1nccc2c1[nH]c1ccccc12)/c1ccc2c(c1)OCO2
    13.5*, 15.6
71	C=CCOC(=O)N1CCC2CC1c1cc(-c3cccc(C)c3)ccc12 (stereo unspecified)
    -1.1, 1.3
72	CC(=O)NC(c1ccc(Cl)cc1)c1ccc2cccnc2c1O (stereo unspecified)
    -3.6, -0.8
73	CCOC(=O)C1(Cc2cccc(OC)c2)CCCN(C(=O)CSC)C1 (stereo unspecified)
    0.8, 1.0
74	Cc1ccc(Cl)cc1NS(=O)(=O)c1ccccc1
    0.8, 0.0
75	CCCCC(=O)NC(c1cccc([N+](=O)[O-])c1)c1ccc2cccnc2c1O (stereo unspecified)
    -5.2, 1.8
76	CN1OC[C@@H]2CN(C(=O)C(C)(C)C)[C@H](c3cccc(-c4ccccc4)c3)C[C@@H]21
    2.2, 3.9
77	CCOC(=O)c1cc(N2CCCCC2)nc2ccccc12
    1.9, 0.8
78	COCC(=O)N1CCC2CC1c1cc(Cl)ccc12 (stereo unspecified)
    1.0, -0.8
79	FC(F)(F)c1ccc2c(c1)C1C=CCC1C(c1ccncc1)N2 (stereo unspecified)
    -5.4, 2.0
80	CCN1C[C@@H]2[C@@H]3C(=O)N(Cc4ccccc4)C(=O)[C@@H]3[C@](Cc3ccccc3)(C1=O)N2C(=O)c1ccc(Br)cc1
    0.1, -1.9

The last 3 entries of the section above come first, to join the parts.
No.	smiles	NR3A LBD binder	MPTP block
78	COCC(=O)N1CCC2CC1c1cc(Cl)ccc12 (stereo unspecified)	1.0	-0.8
79	FC(F)(F)c1ccc2c(c1)C1C=CCC1C(c1ccncc1)N2 (stereo unspecified)	-5.4	2.0
80	CCN1C[C@@H]2[C@@H]3C(=O)N(Cc4ccccc4)C(=O)[C@@H]3[C@](Cc3ccccc3)(C1=O)N2C(=O)c1ccc(Br)cc1	0.1	-1.9
81	CC1CCCCN1CC(O)COCc1ccccc1 (stereo unspecified)	0.7	0.3
82	COc1cc(OC)c2c3c(c(C4CCCCC4)nc2c1)CCCC3	-0.3	-1.3
83	Oc1c(CN2CCCCC2)ccc2cccnc12	-1.0	-2.2
84	Cc1ncc2c(n1)NC(=O)NC2	-1.0	0.5
85	O=C(NC(=S)N1CCN(c2ccc(Cl)cc2[N+](=O)[O-])CC1)c1cccs1	-5.2	17.0
86	Cc1ccc(NC(=O)C(c2ccccc2)C2CCCC2)cc1 (stereo unspecified)	-1.8	45.6
87	COC1=CC(=O)c2c(ccc3ncnc(N)c23)C1=O	-1.4	-1.1
88	CC1CC(C)(C)Nc2ccc(N=O)cc21 (stereo unspecified)	-7.8	-0.4
89	S=C(NCc1ccccc1)N1CCn2cccc2C1c1cccnc1 (stereo unspecified)	4.6	-0.5
90	CCOc1ccc(NC(=O)C(c2ccccn2)N(C(=O)CCl)c2ccc(F)cc2)cc1 (stereo unspecified)	7.9	32.0
91	Cc1ccc(CNC(=O)CCS(=O)(=O)c2ccc(Br)cc2)cc1	-4.1	0.0
92	Cc1ccc(-c2cc(C(=O)Nc3cc(C)ccc3O)no2)cc1	-1.4	0.8
93	CCCCN(C(=O)C1CCN(C(=O)c2ccccc2C)CC1)c1c(N)n(CC(C)C)c(=O)[nH]c1=O	1.6	0.0
94	COc1ccc(N2CC(C)Cn3c2nc2c3c(=O)n(CCc3ccccc3)c(=O)n2C)cc1 (stereo unspecified)	2.0	-0.4
95	Fc1ccc(CCNc2ncnc3[nH]ncc23)cc1	1.6	-0.3
96	Cc1ccc(NC(=O)COC(=O)Cc2csc(-c3ccc(Cl)cc3)n2)cc1C	-7.9	-0.2
97	O=C(NCCCCc1ccccc1)c1cccc(NC(=O)C2CCCCC2)c1	2.6	1.6
98	CCOC(=O)c1c(C)c(C(=O)Nc2cc(OC)ccc2OC)c(C)n1CC	2.1	2.2
99	CCN1CCN(c2nc3ccccc3nc2C(C#N)C(=O)OC2CCCCC2)CC1 (stereo unspecified)	3.3	-2.6
100	COC(=O)c1sc(NC(=O)c2ccc3c(c2)OCO3)c(C#N)c1C	1.4	-1.0

Individual results from the entries so far.
cpd 99 | NR3A LBD binder: 3.3
cpd 96 | MPTP block: -0.2
cpd 89 | NR3A LBD binder: 4.6
cpd 87 | MPTP block: -1.1
cpd 100 | MPTP block: -1.0

Additional results follow.
No.	smiles	NR3A LBD binder	MPTP block
101	COc1cccc2c1N1C(=O)c3c(C(=O)O)cccc3C1CC2(C)C (stereo unspecified)	-0.7	-2.1
102	COc1cc(C)ccc1Oc1ccc([N+](=O)[O-])cc1	-1.0	-0.2
103	CCN(/N=C/c1ccc(N(C)C)cc1)c1nc2ccccc2[nH]1	-1.2	1.7
104	CNC(=S)N/N=C(\C)c1ccc(N2CCOCC2)cc1	-0.4	0.9
105	Cc1cccc(NC(=O)c2sc3nc(N)c(C#N)cc3c2N)c1	-0.5	0.0
